HCMV inh: inhibitors of human cytomegalovirus | 410,000 compounds, 4.5% hits | activity change, negative = inhibition, % at 57.5 µM | HFF cells, HCMV-luciferase reporter, 72 h; active compounds read low; in the data active = activity change below about -60%; inconclusive = no clear call, values can overlap the other calls; inactive = above about -39%
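HFF cells seeded 16 h at 37C, treated with compounds, infected with luciferase-reporter HCMV at MOI 1 PFU/cell; luciferase read at 72 h post infection, normalized to buffer-only and Salinomycin controls.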
TbPYK inhibitor: T. brucei pyruvate kinase inhibition; Potency, µM (series often up to 76.8 µM), for the others: top-dose activity, negative = inhibition, usual class: inhibitors; 410,000 compounds, 0.12% hits; AID 624173; TbPYK enzyme, Kinase-Glo Plus ATP luminescence, 45 min; also: potency is read from the fitted curve at half-maximal effect; nearly all actives have a fitted effect of over 50% in size
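Luminescence from Kinase-Glo Plus, added after a 45-minute room-temperature reaction, served as the end-point read-out. The enzyme and substrate were preincubated with compound before ADP (130 uM final) initiated turnover. Concentration-effect curves came from normalized qHTS data.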
LmPK inhibitor: inhibitors of Leishmania mexicana pyruvate kinase; Potency, µM (highest dose often 57.5 µM), inactives show top-dose activity change, negative = inhibition, actives largely listed as inhibitors; 290,000 compounds, 0.37% hits; Q27686; purified LmPK, Kinase-Glo ATP luminescence, 1 h; also: potency is read from the fitted curve at half-maximal effect
Target sequence (Q27686 whole entry, looked up): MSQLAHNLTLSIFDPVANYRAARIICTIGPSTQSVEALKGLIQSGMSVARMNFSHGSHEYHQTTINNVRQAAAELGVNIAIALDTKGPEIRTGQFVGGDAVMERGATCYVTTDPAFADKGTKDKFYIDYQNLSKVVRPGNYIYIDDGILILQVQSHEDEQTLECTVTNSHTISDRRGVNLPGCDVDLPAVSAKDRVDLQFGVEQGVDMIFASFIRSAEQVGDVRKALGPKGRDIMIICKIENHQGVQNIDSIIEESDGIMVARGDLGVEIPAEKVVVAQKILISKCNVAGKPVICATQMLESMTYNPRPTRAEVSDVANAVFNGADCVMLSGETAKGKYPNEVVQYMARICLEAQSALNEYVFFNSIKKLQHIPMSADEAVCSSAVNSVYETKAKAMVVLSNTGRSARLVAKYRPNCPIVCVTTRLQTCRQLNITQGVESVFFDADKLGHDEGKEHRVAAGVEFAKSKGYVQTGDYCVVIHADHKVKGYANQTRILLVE
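ATP generated from ADP (0.1 mM) and PEP (0.5 mM) by 0.1 nM LmPK over 1 h at room temperature (pH 7.2 imidazole buffer) was detected by coupled luciferase luminescence. Values were normalized to uninhibited and no-enzyme wells.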
AMA1-RON2 inh: AMA1-RON2 (P. falciparum) interaction inhibition; AlphaScreen AMA1-biotinylated RON2 peptide binding; Potency, µM (top dose mostly 58.2 µM), inactives show at the highest dose activity change, negative = inhibition, most hits filed as inhibitors; 360,000 compounds, 0.2% hits;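 also: potency is read from the fitted curve at half-maximal effect; 0% = vehicle wells and -100% = peptide control; nearly all actives have a fitted effect of over 45% in size; some results filed as inactive show a strong effect at the top dose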
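AMA1 (3D7) with his tag at 25 nM final met compounds first, then biotinylated RON2 peptide at 25 nM; detection used donor plus acceptor beads, 10 µg/mL apiece, read by AlphaScreen after 30 min at room temperature.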
AmpC inh detg: inhibitors of E. coli AmpC beta-lactamase with detergent. AID 485294. AmpC hydrolysis of nitrocefin, absorbance 480 nm, 0.01% Triton. P00811. 370,000 compounds, 0.041% hits. Potency, µM (series often up to 114 µM), without a hit: at the highest dose activity change, negative = inhibition, actives largely listed as inhibitors;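 also: potency is read from the fitted curve at half-maximal effect; 0% = no-compound wells and -100% = no-enzyme wells; nearly all actives have a fitted effect of over 25% in size; some results filed as inactive show a strong effect at the top dose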
Target sequence (P00811 whole entry, looked up): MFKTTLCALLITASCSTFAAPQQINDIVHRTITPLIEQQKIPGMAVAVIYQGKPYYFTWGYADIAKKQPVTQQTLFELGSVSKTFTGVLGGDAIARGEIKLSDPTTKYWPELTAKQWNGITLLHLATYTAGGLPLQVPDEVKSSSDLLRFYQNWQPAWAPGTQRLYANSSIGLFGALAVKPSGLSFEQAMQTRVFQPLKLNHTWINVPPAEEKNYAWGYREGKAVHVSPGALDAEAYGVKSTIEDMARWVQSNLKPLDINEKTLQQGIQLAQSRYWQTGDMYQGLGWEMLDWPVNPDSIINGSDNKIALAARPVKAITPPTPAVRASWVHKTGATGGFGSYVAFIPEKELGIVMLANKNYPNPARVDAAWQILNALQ
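AmpC (5.3 nM in the dispensed reagent) in 20 mM phosphate pH 7.0 with 0.01% (detergent screen) or 0.0001% Triton X-100 was preincubated with compounds for 15 min at room temperature. Nitrocefin was then added from an 800 uM solution, and hydrolysis was followed at 480 nm.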
AmpC inh no detg: inhibitors of E. coli AmpC beta-lactamase without detergent; AmpC nitrocefin hydrolysis, absorbance 480 nm, 0.0001% Triton; 330,000 compounds, 0.52% hits; Potency, µM (highest dose often 57.1 µM), for inactives: at the top dose activity change, negative = inhibition, usual class: inhibitors;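 also: potency is read from the fitted curve at half-maximal effect; plate controls were no compound for no effect and no enzyme for full effect; nearly all actives have a fitted effect of over 20% in size; some results filed as inactive show a strong effect at the top dose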
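20 mM phosphate pH 7.0 + 0.01% (detergent screen) or 0.0001% Triton X-100; 5.3 nM AmpC reagent; cpd preinc 15 min RT; nitrocefin (800 uM stock) to start; A480 q20 s × 4 min; Activity was normalised to no-enzyme and no-compound control wells.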
Sm TGR block: blocks Schistosoma mansoni thioredoxin glutathione reductase; Q962Y6; purified TGR, DTNB reduction, TNB absorbance 405 nm; Potency, µM (series often up to 114 µM), for inactives: at the top dose activity change, negative = inhibition, actives largely listed as inhibitors; 360,000 compounds, 3% hits; AID 485364; also: potency is read from the fitted curve at half-maximal effect; nearly all actives have a fitted effect of over 60% in size
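Kinetic colorimetric format: TGR-catalysed, NADPH-driven DTNB reduction monitored via TNB absorbance. Enzyme dispensed at 20 nM; compound exposure 15 min at room temperature before reaction start.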
* hit, by the source's call; ? = inconclusive; . = no result given; & = joins results of further samples; ! = repeats disagree; [ ] = dose if it differs, or a comment. Unless noted, calls follow the shape of the dose curve; as a rule, active = well fitted curve in the direction sought with a large enough effect; inconclusive = small, poorly fitted or top-dose-only effect, or another doubt; inactive = no such curve, though single readings can be large; an effect the other way counts as inactive or inconclusive. Unless noted, % is scaled to controls: 0 for no effect and ±100 for the full control effect. Random draw from the library; any-hit rate near 7.4%.

SMILES | HCMV inh | TbPYK inhibitor | LmPK inhibitor | AMA1-RON2 inh | AmpC inh detg | AmpC inh no detg | Sm TGR block
O=C(Nc1ccccc1)C(c1ccccc1)C1CCCC1 (stereo not given) | 10 | 6% | 1% | 49%[activator] | ? | -48% | ?
O=C(Cc1ccccc1)NC1CCN(Cc2ccccc2)CC1 | -62* | 3% | 3% | -9% | 0% | -9% | 56%[activator]
CC1(C(=O)Nc2cccc3cccnc23)CCN1Cc1ccc(-c2ccccc2)o1 (stereo not given) | 26 | -19% | . | 80%[activator] | . | . | .
C=CCN1CCCC1CNC(=O)c1cc2[nH]nnc2cc1OC (stereo not given) | -68* | 1% | . | 0% | -20% | -13% | 0%
CN(CC(=O)Nc1ccc(F)c(F)c1F)C(=O)c1ccc2c(c1)OCCO2 | -29 | -2% | . | -1% | ? | -7% | 0%
CC(O)(CS(=O)(=O)c1ccc(Br)cc1)c1ccccc1 (stereo not given) | -28 | 5% | 3% | -7% | -5% | 0% | -3%
O=C1NC(=O)C(=Cc2cc3c(cc2[N+](=O)[O-])OCO3)C(=O)N1 | -63* | ? | -5% | -11% | 50µM* | ? | ?
Cn1c(=O)c(=O)n(C)c2cc(S(=O)(=O)N3CCN(Cc4ccccc4)CC3)ccc21 | 6 | -3% | -2% | -1% | ? | -2% | ?
CCn1nc(C)c(CCN(C)C(=O)Nc2cc(Cl)ccc2C)c1C | 12 | 3% | . | . | 12% | . | 7%
CC(=O)N1CCN(S(=O)(=O)c2ccc(Cl)cc2F)CC1 | -5 | -2% | -1% | -3% | -18% | -7% | 5%
Cc1ccc(NC(=S)N2CCC(NC(=O)c3ccc(F)cc3)CC2)cc1 | 0 | -2% | -2% | 3% | -5% | -15% | -8%
CC1(c2ccccc2)CC(C)(C)N(C(=O)c2cc([N+](=O)[O-])cc([N+](=O)[O-])c2)c2ccccc21 (stereo not given) | ? | -9% | -4% | -19% | 0% | -47% | -3%
COc1ccccc1-c1nc(SCC(=O)Nc2ccccc2)n[nH]1 | 114 | -11% | -8% | -4% | 3% | -21% | -30%
C=CCN1C(=O)c2ccc(C(=O)N(C)CC(=O)Nc3c(C)cccc3C)cc2C1=O | 0 | 1% | . | -1% | 0% | -3% | -1%
O=c1cc(CN2CCCCC2)c2c(ccc3ccccc32)o1 | -8 | 5% | . | 7% | . | . | .
N#C/C(=C\c1ccc(O)cc1)C(=O)O | -73*! | -6% | . | 8% | . | . | .
O=C(Nc1nnc(-c2ccccc2Cl)s1)C1CCN(S(=O)(=O)c2ccc(Cl)cc2)CC1 | 2 | -4% | 5% | -6%[2.32 µM] | ? | -11% | 5%
COc1ccc(NC(=O)c2ccc(=O)oc2)cc1 | -37 | 8% | -7% | 6% | -10% | -16% | 45µM*
CCOC(=O)NC(c1cccc(Cl)c1)C1CCCCCC1=O (stereo not given) | -9 | 1% | 5% | -11% | 3% | 20% | -5%
Cc1cc(C)c2c(=O)cc(C(=O)Nc3ccccc3Cl)oc2c1 | -14 | -5% | . | . | 13% | . | 8%
CC1(C)Cc2c(cnn2-c2cccc(F)c2)C(NC(=O)c2ccc(=O)[nH]n2)C1 (stereo not given) | 1 | 8% | 0% | -11% | -3% | 23% | -9%
CCC(CC)C(=O)Nc1cccc(S(=O)(=O)c2cccc(NC(=O)C(CC)CC)c2)c1 | 28 | . | 3% | -7% | 1% | -13% | -4%
Nc1ccc2c(c1)C(=O)c1cc(N)c(Cl)cc1-2 | 37 | -1% | . | -11% | . | . | .
COc1ccc(C(C(=O)NC2CCCC2)N(C(=O)c2snc(C(N)=O)c2N)C2CCCC2)cc1OC (stereo not given) | -29 | -2% | -4% | -7% | -8% | 68%[activator] | -3%
CN1CCN(C(=O)CN2C(=O)CC(C)(C)S(=O)(=O)c3ccccc32)CC1 | 29 | 3% | -1% | 3% | ? | -12% | ?
CC(=O)Nc1ccc(C(=O)n2cnc3cc(C)c(C)cc32)cc1 | 62 | -13% | 1% | 4% | 1% | -1% | -1%
COc1ccc(NC(=O)CSc2nnc3n2CCCCC3)cc1S(=O)(=O)N1CCOCC1 | -29 | 9% | . | -1% | -4% | -12% | -13%
CCC(=O)Nc1ccc(NC(=O)c2oc3ccccc3c2C)cc1 | 1 | -2% | -2% | 6% | 7% | 0% | 24%
Fc1ccc(/C=N/N2CCN(Cc3ccccc3)CC2)cc1 | 2 | 2% | -5% | ? | -5% | 0% | 4%
COc1cc(CN2C[C@@H](CO)O[C@@H](n3cnc4c(NCCCO)ncnc43)C2)cc(OC)c1OC | -2 | 1% | . | 10% | . | . | .
CCCNC(=O)C1CCN(c2ncnc3c2nc2n3CCCCC2)CC1 | 73 | -8% | . | . | 12% | . | 1%
COc1ccc(NC(=S)NC(NC(=O)c2ccc(Cl)cc2Cl)C(Cl)(Cl)Cl)c([N+](=O)[O-])c1 (stereo not given) | -17 | -7% | 5% | -7% | ? | ? | -9%
COc1ccc(-c2ccc(C(=O)NCc3ccc(N(C)C)cc3)c3occc23)c(C)c1 | 16 | -1% | . | 8.9µM* | . | . | .
O=C(c1cc(S(=O)(=O)N2CCOCC2)ccc1Cl)N1CCc2ccccc2C1 | -13 | 0% | -3% | 2% | -10% | 83%[activator] | -34%
CCCc1nn2c(=O)cc(COC(=O)c3ccc(NC(=O)COc4ccccc4F)cc3)nc2s1 | -33 | 1% | . | . | 14% | . | 9%
CC(=O)Nc1ccc(S(=O)(=O)Nc2ccc(S(=O)(=O)Nc3nc(C)cc(C)n3)cc2)cc1 | 12 | 2% | 0% | 3% | -11% | -14% | 2%
COc1ccc(NC(=O)CSc2cn(CC(=O)N3CCCCC3)c3ccccc23)c(OC)c1 | -2 | 2% | . | . | 11% | . | -1%
CCC(=O)c1ccc(OC(=O)c2ccc(Br)o2)cc1 | -21 | -14% | . | 23% | . | . | .
COc1ccc(/C=N/NC(=O)Nc2nonc2N)cc1 | 32 | -5% | 5% | -3% | -3% | -23% | 6%
O=C1N(Cc2cccnc2)C[C@@H]2C[C@@H](c3ccc4nonc4c3)N3CCC[C@@]123 | 58 | 1% | -3% | -13% | -3% | 23% | 28µM*
Cc1ccccc1NC(=O)c1cc2c(=O)n3cccc(C)c3nc2s1 | -10 | 1% | 2% | 13% | -18% | -16% | 1%
OC(CNCCN1CCNCC1)Cc1ccccc1 (stereo not given) | 47 | 4% | . | 29% | . | . | .
O=C(COCc1cc(-c2cccs2)on1)NCc1ccc(Cl)cc1 | -20 | -4% | . | . | 3% | . | -1%
CCOC(=O)C1(CCCc2ccccc2)CCN(C(=O)C2=C(C)OCCO2)CC1 | -69* | 0% | 3% | ? | 5% | 199%[activator] | 7%
CCOC(=O)c1c(N)sc2c1CCSC2 | 4 | -3% | -3% | -4% | -9% | -35% | 0%
CC(=O)Nn1cnc2c(c1=O)C1(CCCC1)Cc1ccccc1-2 | 11 | 1% | 4% | 26% | -3% | 18% | 0%
O=c1nc2sc3ccccc3n2c(=O)n1-c1cccc(Cl)c1 | . | 1% | 2% | -3% | 2% | -19% | 0%
CC(C)CCNC(=O)c1nn(Cc2ccccc2)c(=O)c2ccccc12 | 13 | -2% | -6% | -10% | -5% | 6% | -2%
Cc1ccc(/C=N/Nc2nc3ccccc3[nH]2)s1 | 32 | -9% | ? | 22% | -5% | -35% | -15%
CCC(=O)N1CCc2cc(S(=O)(=O)NCCC(=O)NCc3ccc(OC)cc3)ccc21 | -3 | -4% | . | . | 2% | . | 0%
Cc1ccc(S(=O)(=O)N2[C@@H](c3ccc(F)cc3)C(C(=O)O)=CC[C@H]2c2ccc3c(c2)OCO3)cc1 | 52 | 3% | . | 2% | -8% | -26% | -17%
Cc1c(Br)c(C(F)(F)F)nn1CC(=O)N(C)C1CCCCC1 | -24 | -4% | -1% | 7% | 3% | 19% | -1%
Cc1cccc(NC(NC(=O)Cc2ccccc2)C(Cl)(Cl)Cl)c1 (stereo not given) | -29 | -20% | -5% | -1%[2.32 µM] | 4% | -8% | -20%
COc1ccc(NC(=O)C2CCCN(S(=O)(=O)c3ccc4c(c3)CCCN4C(C)=O)C2)cc1 (stereo not given) | 0&0 | 0% | 6% | 0% | -1%&0% | 72%[activator] | 5%&-14%
CS(=O)(=O)c1ccc2nc(NC(=O)CCNC(=O)c3ccccc3Cl)sc2c1 | 6 | 6% | . | 3% | -4% | -1% | 1%
COc1ccc(C(=O)Oc2cccc3cccnc23)cc1S(=O)(=O)N1CCOCC1 | -21 | -1% | 2% | 46%[activator] | -3% | 88%[activator] | -3%[57.1 µM]
CCC(=O)Nc1ccc(Cl)c(NC(=O)c2ccc([N+](=O)[O-])cc2)c1 | -7 | ? | -1% | 11% | -12% | 2% | 5%
CCn1c(C)c(C(=O)Nc2ccc(OC)cc2)c2cc(OC)ccc21 | ? | 0% | 1% | -9% | -8% | -32% | -7%
C=CCn1c(SCC(=O)NNC(=O)Nc2ccc(C)cc2)nnc1-c1ccccc1 | ? | -3% | -2% | 99%[activator] | 4% | -10% | -3%
O=C(O)c1ccc(NC(=S)NC(=O)c2ccc3ccccc3c2)cc1 | 7 | 1% | 2% | 4% | 0% | -27% | 0%
CC(C)Cc1nc(N2CCC(C(N)=O)CC2)c2nnn(Cc3ccccc3)c2n1 | -11 | -8% | 2% | 0% | -12% | 4% | 4%
O=C(COc1ccccc1Cl)NNC(=O)c1ccc(-n2cncn2)c([N+](=O)[O-])c1 | 0 | 5% | . | 104%[activator] | ? | -23% | -6%

Full records, looked up by structure:
Results for CCC(=O)Nc1ccc(NC(=O)c2oc3ccccc3c2C)cc1 = HCMV inh = 1; TbPYK inhibitor = -2%; LmPK inhibitor = -2%; AMA1-RON2 inh = 6%; AmpC inh detg = 7%; AmpC inh no detg = 0%; Sm TGR block = 24%
Results for CCn1c(C)c(C(=O)Nc2ccc(OC)cc2)c2cc(OC)ccc21 = HCMV inh = ?; TbPYK inhibitor = 0%; LmPK inhibitor = 1%; AMA1-RON2 inh = -9%; AmpC inh detg = -8%; AmpC inh no detg = -32%; Sm TGR block = -7%

Assay outcomes deposited in PubChem BioAssay by National Center for Advancing Translational Sciences (NCATS).
